SIAE inh = human SIAE inhibition, primary screen | SIAE FP-Rh probe binding, fluorescence polarization | 370,000 tested, 0.69% active | Q9HAT2 | inhibition, % at 9.66 µM;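 active = inhibition above a cutoff: mean of compounds within the control limits plus 3 SD of those, cut at about 17% in these data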;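 also: 0% = plate median of compound wells and 100% = probe without SIAE protein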
ABHD4 inh = inhibits mouse alpha/beta hydrolase domain 4; Q8VD66; purified mABHD4, FP-Rh probe fluorescence polarization; inhibition, % at 8.92 µM; 370,000 tested, 0.54% active; AID 720543;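 active = inhibition exceeding the mean over every tested compound plus 3 SD, cut at about 30% in these data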;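 also: 0% = plate median of compound wells and 100% = S159A mutant with DMSO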
Target sequence (Q8VD66 whole entry, looked up, the tested form may be a part): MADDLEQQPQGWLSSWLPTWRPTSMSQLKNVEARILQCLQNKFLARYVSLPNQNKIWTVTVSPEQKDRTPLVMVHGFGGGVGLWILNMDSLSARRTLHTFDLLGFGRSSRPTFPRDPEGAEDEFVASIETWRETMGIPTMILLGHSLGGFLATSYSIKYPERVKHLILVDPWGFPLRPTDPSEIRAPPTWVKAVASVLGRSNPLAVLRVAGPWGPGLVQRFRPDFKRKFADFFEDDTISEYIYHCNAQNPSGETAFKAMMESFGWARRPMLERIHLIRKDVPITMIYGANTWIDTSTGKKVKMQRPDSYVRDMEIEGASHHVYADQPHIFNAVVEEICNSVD
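Assay system: wild-type mouse ABHD4 protein; compound: single nominal dose of 8.92 µM, 0.89% DMSO final; schedule: 45 min + 60 min at 25 °C; measured by: FP readout, ex 525 nm / em 598 nm; evaluation: % inhibition of FP-Rh probe binding versus controls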
rCAG binder = molecules binding r(CAG) RNA repeats. inhibition, % at 3 µM. AID 651821. 370,000 tested, 1.3% active. r(CAG) RNA repeat, TO-PRO-1 dye displacement fluorescence;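 active = inhibition above the plate cutoff, the mean of all test compounds on that plate plus 3 SD, cut at about 35% in these data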;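 also: 0% = DMSO alone and 100% = 100 µM mitoxantrone as full dye displacement; higher means more dye released from RNA so lower well fluorescence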
PRMT1 inh = inhibitors of human PRMT1; Q99873; inhibition, % at 2.79 µM; recombinant PRMT1, activity-based probe fluorescence polarization; 370,000 tested, 1.3% active; AID 652257;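 active = inhibition above about 21% made by adding two undisclosed values, limit read from the data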
Target sequence (Q99873 whole entry, looked up): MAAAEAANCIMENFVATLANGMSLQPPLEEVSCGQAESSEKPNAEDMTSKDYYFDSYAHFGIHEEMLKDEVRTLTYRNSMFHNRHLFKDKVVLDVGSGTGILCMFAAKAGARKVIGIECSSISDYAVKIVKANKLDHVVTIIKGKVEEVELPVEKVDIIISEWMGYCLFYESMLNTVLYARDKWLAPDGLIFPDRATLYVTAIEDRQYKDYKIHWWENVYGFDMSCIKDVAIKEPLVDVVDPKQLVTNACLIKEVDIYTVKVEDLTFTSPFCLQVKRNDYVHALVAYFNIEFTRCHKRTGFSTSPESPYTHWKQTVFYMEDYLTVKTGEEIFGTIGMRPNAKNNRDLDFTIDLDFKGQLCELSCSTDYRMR
MBD2 inh = blocks human MBD2 binding to methylated DNA; Q9UBB5; TR-FRET, MBD2 binding to methylated oligonucleotide; 370,000 tested, 0.31% active; AID 686964; inhibition, % at 4.4 µM; in the data active = inhibition above about 13%
TDP2 inh = blocks human TDP2 phosphodiesterase activity | O95551 | recombinant TDP2, T5PNP hydrolysis, p-nitrophenol absorbance 415 nm | inhibition, % at 12.8 µM | 370,000 tested, 0.34% active;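 active = inhibition above the mean of all tested compounds plus 3 SD, set per campaign, cut at about 25% in these data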;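 also: 0% = DMSO with enzyme and 100% = buffer with substrate but no TDP2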
Target sequence (O95551 whole entry, looked up): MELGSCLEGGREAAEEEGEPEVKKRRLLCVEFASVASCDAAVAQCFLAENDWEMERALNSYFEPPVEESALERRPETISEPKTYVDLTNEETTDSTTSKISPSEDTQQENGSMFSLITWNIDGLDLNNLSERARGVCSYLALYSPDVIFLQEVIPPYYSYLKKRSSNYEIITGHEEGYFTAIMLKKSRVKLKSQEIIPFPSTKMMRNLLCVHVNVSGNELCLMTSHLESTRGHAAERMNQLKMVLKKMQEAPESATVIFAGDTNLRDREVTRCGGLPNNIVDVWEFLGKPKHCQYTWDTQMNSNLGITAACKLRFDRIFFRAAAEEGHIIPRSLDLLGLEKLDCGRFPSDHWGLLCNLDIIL
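Assay system: Recombinant human TDP2 | Quantity: 120 nM TDP2 per well | Incubation: 2 h at 37 °C | Signal: Epi absorbance | Evaluation: Percent inhibition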
NPR2 activator = GC-B (human) receptor activation; P20594; HEK293-GC-B cells, CNP EC30, cGMP TR-FRET; 0% at EC30 CNP, 100% saturating CNP; activation, % at 10 µM; 370,000 tested, 0.11% active;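 active = activation at 10 µM reaching about 35% in either raw or pattern-adjusted values, limit read from the data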
LEDGF integ inh = blocks HIV-1 LEDGF/p75-dependent DNA integration; TR-FRET IN-LEDGF/p75 DNA integration, Eu/Cy5; AID 743269; inhibition, % at 3.7 µM; 370,000 tested, 0.64% active;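 active = inhibition above the screen-wide mean plus 3 SD, cut at about 13% in these data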;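 also: signal is the Cy5 over europium emission ratio at 671 and 618 nm; 0% = plate median of compound wells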
HTRA1 inhibitor = HTRA1 (human) protease inhibition. 340,000 tested, 0.5% active. recombinant HTRA1, FP-rhodamine activity-based probe, fluorescence polarization. Q92743. inhibition, % at 5.96 µM; in the data active = inhibition above about 36%;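 also: 0% = enzyme with DMSO and 100% = wells lacking enzyme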
TCR CD3 inh = inhibitors of human TCR-CD3 interaction | TAMRA-labeled TCR probe fluorescence, biochemical | inhibition, % at 9.4 µM | 360,000 tested, 0.37% active | AID 651800; in the data active = inhibition above about 19%;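 also: recombinant mutant TCR 2C K166C tagged with TAMRA read by polarization; 0% = receptor in buffer alone and 100% = receptor with positive control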
The depositor's hits bear a star; · = not tested or not shown; & = joins results of further samples.

SMILES	SIAE inh	ABHD4 inh	rCAG binder	PRMT1 inh	MBD2 inh	TDP2 inh	NPR2 activator	LEDGF integ inh	HTRA1 inhibitor	TCR CD3 inh
CCC(=O)Nc1cc(-c2nc3ncccc3o2)ccc1Cl	-3	-1	-3	-6	6	2	-3	0	4	-2
COc1ccccc1CCC(=O)Nc1cccc(S(=O)(=O)N2CCCCCC2)c1	-13	-16	3	-1	5	-10	4	4	-30	-1
O=C(OC1CCOC1=O)C1CCN(S(=O)(=O)c2c(Cl)cccc2Cl)CC1 (stereo not given)	0	1	1	4	0	3	23	-8	3	1
Cc1ccc(/C=C/C(=O)Nc2nccs2)o1	3	19	5	29*	-2	26*	-2	1	-4	-5
O=C1C(Cl)=C(Nc2ccccc2O)C(=O)N1CCc1ccccc1	-6	21	10	30*	3	-5	1	-4	-7	5
O=C(CCc1nnc(CCCCc2ccccc2)o1)N1CCCCC1CCO (stereo not given)	1	-2	-8	5	-2	-11	0	2	2	-6
O=C(CSc1nnc(SCc2cccc3ccccc23)s1)Nc1ccccc1-c1ccccc1	-2	-5	6	-2	-4	17	-2	-1	·	·
O=C(NCc1ccco1)c1ccc(Br)s1	1	-4	1	1	2	-1	1	-3	-1	2
Cc1ccc(C2CC(c3ccccc3)=NN2C(=S)Nc2ccccc2)o1 (stereo not given)	-3	8	6	51*	-1	2	-11	-4	-18	4
CCOC(=O)[C@@H]1[C@H]2COc3ccccc3[C@H]2N2C(=O)N(c3ccc(C)cc3)C(=O)[C@]12C	-2	-3	-6	-1	3	4	-5	-3	-7	4

In another format: three of the compounds above
SMILES: O=C(OC1CCOC1=O)C1CCN(S(=O)(=O)c2c(Cl)cccc2Cl)CC1 (stereo not given)
- SIAE inh: 0
- ABHD4 inh: 1
- rCAG binder: 1
- PRMT1 inh: 4
- MBD2 inh: 0
- TDP2 inh: 3
- NPR2 activator: 23
- LEDGF integ inh: -8
- HTRA1 inhibitor: 3
- TCR CD3 inh: 1

SMILES: Cc1ccc(/C=C/C(=O)Nc2nccs2)o1
- SIAE inh: 3
- ABHD4 inh: 19
- rCAG binder: 5
- PRMT1 inh: 29*
- MBD2 inh: -2
- TDP2 inh: 26*
- NPR2 activator: -2
- LEDGF integ inh: 1
- HTRA1 inhibitor: -4
- TCR CD3 inh: -5

SMILES: O=C1C(Cl)=C(Nc2ccccc2O)C(=O)N1CCc1ccccc1
- SIAE inh: -6
- ABHD4 inh: 21
- rCAG binder: 10
- PRMT1 inh: 30*
- MBD2 inh: 3
- TDP2 inh: -5
- NPR2 activator: 1
- LEDGF integ inh: -4
- HTRA1 inhibitor: -7
- TCR CD3 inh: 5

Carrying on:
SMILES	SIAE inh	ABHD4 inh	rCAG binder	PRMT1 inh	MBD2 inh	TDP2 inh	NPR2 activator	LEDGF integ inh	HTRA1 inhibitor	TCR CD3 inh
O=C(Nc1ccccc1)c1cc(C2CCCN(C(=O)c3ccc4c(c3)CCO4)C2)on1 (stereo not given)	-3	-4	1	3	-7	1	-1	-2	·	4
Fc1cccc(CN2CCN(Cc3nc(-c4cnccn4)no3)CC2)c1	7	-4	0	-1	3	11	0	1	1	3
O=C(COC(=O)Cn1cnc2ccccc2c1=O)Nc1ccc(Cl)cc1	-5	-4	-4	7	8	-5	4	-5	-1	-6
CC1CCN(C(=O)COC(=O)c2cccc(S(=O)(=O)N3CCOCC3)c2)CC1	-1	-4	2	-6	-6	-6	-4	3	6	2
CCSCCNC(=O)c1cncc(Br)c1	-1	8	2	2	1	-3	3	2	-1	3
N#Cc1ccc(CSc2nnc(NC(=O)CCc3nc4ccccc4c(=O)[nH]3)s2)cc1	11	8	6	1	-6	10	0	-1	-1	-4
COc1ccc(-n2nc3c(c2NC(=O)c2ccc(Br)cc2)CS(=O)C3)cc1 (stereo not given)	-2	-2	3	-2	2	3	-8	5	1	-4
CCN(CC)CCCNC(=O)c1cc(-c2cccc(Cl)c2)on1	2	0	1	-4	2	-4	3	1	-10	-5
Cc1ccc(CN(C)C(=O)CCNS(=O)(=O)c2ccccc2)o1	4	-1	-3	4	5	3	4	-3	-4	-7
CSCCC(NC(=O)COc1ccccc1)C(=O)N1CC(C)CC(C)C1 (stereo not given)	-7	-7	-4	-3	-5	-8	1	6	0	2
CC(Oc1ccc(F)cc1)C(=O)N1CCN(c2ncccn2)CC1 (stereo not given)	2	4	-4	1	0	0	2	3	3	0
COc1ccc2c(c1)CC[C@@H]1[C@@H]2CC[C@]2(C)[C@@H](C(C)=O)C[C@@H]12	2	5	-3	0	-3	-8	-2	-3	-5	-4
CCn1cnc2sc(C(=O)N(Cc3ccc(N(C)C)cc3)Cc3ccco3)c(C)c2c1=O	1	-3	1	1	1	-11	0	1	-7	-2
Cc1nn(C)cc1/C=C(/C#N)C(N)=O	0	3	0	-1	-9	0	3	0	5	3
CC1CC(C)CN(C(=O)C2CC(=O)N(c3ccc4c(c3)OCCO4)C2)C1 (stereo not given)	10	-5	-2	0	-3	-2	-2	1	-3	9
O=C(NCCCCCNC(=O)c1ccccn1)c1ccccn1	-3	4	-2	7	-1	1	2	-5	-5	-2
COCCCN(C(=S)Nc1ccc(C)cc1Cl)C(C)c1ccncc1 (stereo not given)	-5	-5	-3	0	0	-4	3	1	-2	6
COC(=O)[C@H]1C[C@H](OC(=O)NCc2ccccc2)[C@@]2(O)CN(S(=O)(=O)c3ccc(C)cc3)CC2[C@H]1C(=O)OC (stereo not given in full)	-6	2	0	-1	-2	-1	1	2	-6	0
CC12CCC(C(=O)Nc3ccccc3Br)(C/C1=N\O)C2(C)C (stereo not given)	-3	3	2	-1	-3	-25	-5	2	-2	-1
Cc1ccc(CNC(=O)c2ccc(C)s2)cc1	3	-4	1	1	-7	1	7	3	-8	7
Nc1cc(=O)nc(SCC(=O)NC2CCCCC2)n1-c1ccccc1	-3	2	-1	1	0	5	4	1	2	1
NSc1nc(N)c2nc(-c3ccccc3)c(-c3ccccc3)nc2n1	-7	1	20	9	2	12	-19	-1	-11	-6
COc1ccc(C(=O)NC2CCN(CC(=O)NCc3ccccc3F)CC2)cc1	4	5	-4	2	1	6	-1	1	3	-1
CCOC(=O)CSc1nc2cc3c(cc2cc1CC)OCCO3	-5	0	2	-1	2	3	-5	3	-21	-5
O=C(CSc1ccc(-c2cccnc2)nn1)N1CCCCCC1	27*	-3	-1	0	-2	4	7	2	2	10
CN(c1ccc(OCC(=O)Nc2nc3ccccc3s2)cc1)S(=O)(=O)c1ccccc1	-40	1	5	-2	-1	-5	-2	-2	-7	-11
CCOC(=O)CNc1c(N2CCN(c3ccccn3)CC2)c(=O)c1=O	-2	1	1	-1	4	-2	-3	0	-4	2
COc1cccc(NC(=O)CSc2nnc(-c3ccoc3C)n2-c2ccccc2)c1	-2	5	-4	-4	-3	-1	-12	29*	·	-3
CC(=O)Nc1ccc(NC(=O)CSc2nc3ccccc3nc2N2CCCCC2)cc1	5	6	3	0	-3	-6	-4	-2	-1	4
CCOC(=O)COc1ccc(C(=O)Nc2cccc(Cl)c2C)cc1	0	0	-5	-2	-3	0	2	3	-2	12
Cc1cc(C(=O)OCC(=O)NC2CCS(=O)(=O)C2)c2ccccc2n1 (stereo not given)	-7	-2	0	-1	0	9	8	1	-1	7
COc1cc(/C=N\Nc2cc(=O)n(C)c(=O)n2C)ccc1O	-3	11	-1	7	-3	-2	-2	0	-1	8
CN(C(=O)c1cccc(S(=O)(=O)N2CCOCC2)c1)c1c(N)n(Cc2ccccc2)c(=O)[nH]c1=O	4	-1	7	2	-2	1	-1	-6	5	-5
CCc1cc(C(=O)c2ccc(OC)cc2)c(NC(=O)CN2CCCCC2)s1	-12	2	-4	1	-1	5	4	0	-2	0
CC(C)(C)OC(=O)COc1cc(F)ccc1[N+](=O)[O-]	-8	2	-2	-1	-1	-5	0	2	-5	0
Cc1ccnc(SCC(=O)c2cccc([N+](=O)[O-])c2)n1	-6	1	0	6	0	-1	0	6	5	7
COc1ccc(CN2CCC(CNC(=O)NC3CCCC3)CC2)cc1	3	5	-1	-2	2	10	5	-2	·	·
CN(CC(O)CN1CCOCC1)S(=O)(=O)O (stereo not given)	-4&-4	0&1	-1&1	1&3	0&3	-14&2	1&4	-1&-6	-3	0&-5
CCN1C(=O)C(CC(=O)Nc2ccc(OC)cc2)N(CCc2ccccc2)C1=S (stereo not given)	2	-12	0	-2	-5	-3	-4	3	-25	1
CCc1cc(=O)oc2cc(OC(=O)c3ccco3)ccc12	-9	4	-1	0	-2	-2	-5	3	5	-2
COc1ccc2nc(C)cc(Nc3ccc(N4CCN(C)CC4)cc3)c2c1	3	-6	6	-4	56*	-17	-17	10	4	-17
N#Cc1c(C(F)(F)F)cc(-c2ccco2)nc1SCc1ccccn1	-4	9	37*	35*	4	-4	1	10	-36	-9
CCOC(=O)N1CCN(C(=O)C[C@@H]2C[C@@]3(C(=O)OC)CCCCC=C3N(CCc3ccc(OC)c(OC)c3)C2=O)CC1	0	13	-1	6	8	6	7	0	·	1
Cc1cccc(Cn2c(NC3CCCC3)nc3c2c(=O)[nH]c(=O)n3C)c1	10	0	1	-1	-3	4	10	0	-4	5
O=c1c2ccccc2nc(COc2ccccc2)n1/N=C/c1ccc(O)c(O)c1	-2	36*	16	0	1	-4	-11	-8	72*	17
COc1cc(OC)cc(C(=O)N(CN2CCCC2=O)c2ccccc2OC)c1	1	3	-3	1	-1	3	1	-2	-5	-2
Cc1ccccc1C(=O)NCC(=O)OC(C)C(=O)Nc1cccc(S(=O)(=O)N2CCOCC2)c1 (stereo not given)	0	-1	-3	1	0	-4	7	-1	5	4
CCN(CC)CCCNC(=O)CCn1nc(-c2ccc(Cl)cc2)ccc1=O	1	-8	0	0	-2	-8	3	4	14	-1
COC(=O)c1ccc(OCC2c3cc(OC)c(OC)cc3CCN2C(C)=O)cc1 (stereo not given)	-7	-2	-8	-3	3	-10	4	4	-5	3
O=C(O)CN1C(=O)/C(=C\c2cccc(OCc3ccccc3)c2)SC1=S	1	0	81*	30*	-2	18	2	4	-9	9

Further records:
SMILES	SIAE inh	ABHD4 inh	rCAG binder	PRMT1 inh	MBD2 inh	TDP2 inh	NPR2 activator	LEDGF integ inh	HTRA1 inhibitor	TCR CD3 inh
Cc1ccc(O)c(NC(=O)c2cc(-c3ccc(F)cc3)on2)c1	1	-3	-1	-1	2	0	-3	6	4	1
O=C(OCc1ccc(Cl)cc1Cl)c1cccnc1Cl	-3	-11	-6	-5	-4	0	0	0	-7	-1
O=C(C[n+]1ccccc1)Nc1c(Cl)cc(Cl)cc1Cl	-3	4	-4	-1	4	-9	-3	-7	·	4
CC1Cc2cc(S(=O)(=O)N3CCC(C(=O)Nc4ccccn4)CC3)ccc2N1C(=O)C1CCC1 (stereo not given)	0	2	-1	-3	-2	11	-3	-1	4	-5
O=c1cc(CSc2ccccn2)nc(N2CCN(c3ccccc3)CC2)[nH]1	-1	1	-1	-1	2	-16	-10	2	-7	-1
O=C(N/C(=C/c1ccc(Br)cc1)C(=O)N1CCCC1=O)c1ccco1	7	4	-1	-2	1	-2	7	0	-2	-2
Cc1ccccc1NC(=S)NCc1ccc(Cl)cc1	-1	3	0	-4	-3	2	-1	-1	-4	3
NC(=O)c1ccccc1NCC(=O)c1ccc(F)cc1	0	-8	3	34*	5	-14	5	-5	5	-7

From PubChem BioAssay

Some of the compounds tested; the hit share may differ from the screen's.
